# From PubChem
# tim10-1 inh – tim10-1 yeast growth inhibition; S. cerevisiae tim10-1 ts strain growth, BacTiter-Glo, 24 h; inhibition, % at 20 µM; actives 2.2% (n = 330,000);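 active means inhibition of at least 40%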;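 further: mutant grown at 25 °C; 0% = DMSO wells with yeast and 100% = wells holding no yeast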
# UPR CHOP act – activators of apoptotic arm of unfolded protein response (CHOP). activation, % at 10 µM. CHO-CHOP luciferase reporter, UPR activation, luminescence; percent of tunicamycin response over DMSO baseline. actives 0.34% (n = 330,000). AID 449763;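 active means at 10 µM dose, activation of 40% or more, normalized to positive control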;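 further: 100% = tunicamycin at 10 µg/mL and 0% = DMSO alone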
#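 Test system: CHO CHOP reporter cells. Input: 500 CHO-CHOP cells per well. Medium: F12 with 10% FBS. Technique: luciferase luminescence. Measure: percent activation relative to tunicamycin control. Dosing: 10 µM compound, 0.5% DMSO. Timing: 16-18 h cell attachment, then 6 h compound exposure, 37 °C.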
# UPR XBP1 act – activators of adaptive arm of unfolded protein response (XBP1); activation, % at 20 µM; CHO-XBP1 luciferase reporter, IRE1-XBP1 UPR activation, luminescence; percent of tunicamycin response, DMSO as zero; actives 0.33% (n = 330,000);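 active means versus positive control, 20 µM dose yields 30% or more activation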;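 further: 100% = tunicamycin at 10 µg/mL and 0% = DMSO only wells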
#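 Material: CHO cell line with stable XBP1 luciferase reporter; buffer or medium: F12 medium containing 10% fetal bovine serum; compound: single point, 20 µM final compound, 1% DMSO; incubation: 6 h treatment, 37 °C; measured by: glow luminescence from Steady-Glo reagent; evaluation: activation, % of tunicamycin; control set: tunicamycin high, DMSO low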
# Mdm2-MdmX inh – disrupts the human Mdm2-MdmX interaction. inhibition, % at 8 µM. O15151+Q00987. AID 485346. actives 3% (n = 330,000). SaOS-2 split-luciferase Mdm2/MdmX complementation, luminescence;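 active means inhibition of at least 50% at 8 µM in the primary screen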
# Target sequence (O15151 whole entry, looked up): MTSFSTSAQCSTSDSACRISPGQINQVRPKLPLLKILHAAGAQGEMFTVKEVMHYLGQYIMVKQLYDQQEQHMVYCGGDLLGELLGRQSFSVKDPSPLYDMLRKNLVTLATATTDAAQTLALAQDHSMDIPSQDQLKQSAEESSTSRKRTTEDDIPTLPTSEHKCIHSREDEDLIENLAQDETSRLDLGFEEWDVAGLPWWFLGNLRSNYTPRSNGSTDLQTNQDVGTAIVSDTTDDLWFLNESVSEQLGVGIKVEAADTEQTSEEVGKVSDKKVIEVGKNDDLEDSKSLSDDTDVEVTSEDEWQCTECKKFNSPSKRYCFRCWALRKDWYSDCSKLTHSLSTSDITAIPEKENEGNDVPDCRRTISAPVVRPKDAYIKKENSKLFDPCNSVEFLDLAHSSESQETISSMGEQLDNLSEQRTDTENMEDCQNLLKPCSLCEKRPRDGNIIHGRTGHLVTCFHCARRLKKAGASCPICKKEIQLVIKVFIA
# Target sequence (Q00987 whole entry, looked up): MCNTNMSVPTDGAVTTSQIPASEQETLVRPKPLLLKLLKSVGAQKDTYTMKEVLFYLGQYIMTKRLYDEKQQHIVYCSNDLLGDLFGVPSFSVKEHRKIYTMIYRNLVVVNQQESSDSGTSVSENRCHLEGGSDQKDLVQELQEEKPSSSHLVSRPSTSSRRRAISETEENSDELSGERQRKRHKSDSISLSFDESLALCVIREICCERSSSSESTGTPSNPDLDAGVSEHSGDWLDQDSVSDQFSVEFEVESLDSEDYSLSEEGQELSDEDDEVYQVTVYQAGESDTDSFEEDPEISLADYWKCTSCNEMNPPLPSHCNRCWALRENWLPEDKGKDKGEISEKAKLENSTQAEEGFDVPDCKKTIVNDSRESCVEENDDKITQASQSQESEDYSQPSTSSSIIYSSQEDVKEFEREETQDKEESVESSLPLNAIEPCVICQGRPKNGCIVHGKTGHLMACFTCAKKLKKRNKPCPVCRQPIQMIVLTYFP
# TIM10 inh – growth inhibitors of TIM10 yeast strain; S. cerevisiae TIM10 strain growth, BacTiter-Glo luminescence, 24 h; inhibition, % at 10 µM; actives 1.4% (n = 330,000);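 active means inhibition of 40% or more at the single tested concentration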;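 further: wild-type TIM10 isogenic control strain grown at permissive 25 °C; 0% = DMSO yeast wells and 100% = minimal medium wells without yeast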
# APJ agonist – activates the human apelin receptor APJ. P35414. CHO-K1 APJ PathHunter beta-arrestin, luminescence; 0% DMSO wells, 100% apelin. activation, % at 20 µM. actives 0.11% (n = 330,000). AID 2520;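 active means activation more than six SD over the plate average, tested at 20 µM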;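 further: 0% = DMSO alone and 100% = apelin-13 at 10 nM; some results filed as inactive read as strong as hits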
#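 Material: engineered CHO-K1 APJ arrestin reporter cells; amount: 1000 CHO-K1 reporter cells seeded per well; incubation: compound stimulation 90 min at 25 °C, detection 60 min; signal: luminescent beta-gal fragment complementation, chemiluminescent substrate; read-out basis: APJ agonist activity; controls: DMSO-only wells as negative, 10 nM Apelin-13 as positive control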
# GRIN3A LBD mod – NR3A (human) ligand-binding domain modulation; actives 2.5% (n = 340,000); NR3A LBD differential scanning fluorimetry, Tm shift; 0% = protein alone, 100% = glycine-bound protein; Tm shift relative to glycine control, % at 25 µM;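 active means melting temperature shift of at least 10% of the positive control shift, at one fixed dose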
# NALP3 yeast inh – NALP3 inhibition in yeast | Yeast reconstituted NLRP3/ASC/caspase-1, beta-gal luminescence, 24 h | AID 2825 | inhibition, % at 10 µM | actives 0.39% (n = 330,000);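 active means inhibition of 50% or more; inactive means inhibition below 50%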;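 further: plate controls were induced DMSO wells for no effect and uninduced yeast grown without galactose for full effect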
# tim23-1 inh – growth inhibitors of tim23-1 mutant yeast. inhibition, % at 20 µM. actives 1.3% (n = 330,000). S. cerevisiae tim23-1 growth, BacTiter-Glo luminescence, 24 h. AID 463212;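 active means growth inhibition of the mutant yeast at or above 50%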;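 further: temperature-sensitive mutant grown at 25 °C; plate controls were DMSO-treated mutant yeast for no effect and medium wells lacking yeast for full effect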
# * = called active by the depositor; x = no result given; & = joins results of further samples.
SMILES,tim10-1 inh,UPR CHOP act,UPR XBP1 act,Mdm2-MdmX inh,TIM10 inh,APJ agonist,GRIN3A LBD mod,NALP3 yeast inh,tim23-1 inh
COc1cccc(-c2nc(CS(=O)(=O)CC(=O)NCc3ccc(Cl)cc3)c(C)o2)c1,6,0.4,0,17,-2,-6,0,3,8
CCOC(=O)c1ccc(Cl)c(NC(=O)c2ccc(-c3ccccc3)cc2)c1,-1,0.6,2,36,-3,12,2,10,2
Cc1ccc(S(=O)(=O)O)c(C)c1N1CCCC1=O,-12,-2.1,-1,12,-11,0,3,10,-3
COC(=O)c1c(NC(=O)c2ccc(C)o2)sc2c1CCCCC2,21,5.9,1,-132,1,0,5,12,14
CCN(CC)S(=O)(=O)c1ccc2[nH]cc(C(=O)NCCC3=CCCCC3)c(=O)c2c1,11,-2.5,-1,39,-1,3,1,8,18
COc1ccc(OCC(=O)OCCN(C)C)cc1,-2,0.0,-2,6,6,1,-2,3,7
Cc1ccc(N2CC(C(=O)Nc3nnc(SCCN4CCOCC4)s3)CC2=O)cc1 (stereo not drawn),-16,0.5,-3,4,8,1,-1,-2,-3
c1cncc(-c2nc(-c3ccc4c(c3)OCCO4)cs2)c1,-4,3.9,5,-198,21,-1,-2,-1,28
NS(=O)(=O)c1ccc(CCNC(=O)CNC(=O)Cc2cccc3ccccc23)cc1,-2,0.0,-1,-22,13,-2,3,-3,16
COCCn1c(COc2cccc(OC)c2)nnc1SCC(=O)N1CCOCC1,2,0.0,-2,12,14,-2,1,7,13
COc1cc(O)c(C(C)=O)c(CC(=O)O)c1,-21,1.2,-2,3,-5,1,0,17,2
CCOc1ccccc1OCC(=O)Oc1ccc(C)c(C)c1,6,-0.2,-2,4,2,-3,0,23,9
NS(=O)(=O)c1cccc(NC(=O)COC(=O)CCC2CCCC2)c1,4,-1.6,-4,-24,-10,-1,3,12,10
Cc1ccc(NC(=O)CNc2cc(S(=O)(=O)N3CCOCC3)ccc2NCC2CCCO2)cc1F (stereo not drawn),-20,-0.2,-3,15,-10,-1,-1,22,1
O=C1CCCN1CC(CN1CCOCC1)Sc1nnnn1-c1ccccc1 (stereo not drawn),12,-1.0,-2,-35,6,0,2&2,5,13
COc1ccc(-c2cc(C(=O)NCc3cccnc3)no2)cc1OC,-8,-0.5,2,-16,-12,-3,1,-10,-18
COc1ccc(C2C3=C(CCCC3=O)Nc3ccc4ncccc4c32)cc1OC (stereo not drawn),10,2.3,4,15,12,0,-2,-10,4
CCOC(=O)CC1(c2ccccc2)CCOC(C)(C)C1 (stereo not drawn),1,0.2,2,24,-12,1,-1,34,-2
CCCn1[nH]cc(SC)c(=O)c1=O,-10,-2.0,-4,28,-8,2,-1,-1,20
O=C(NNS(=O)(=O)c1ccc(F)cc1)c1cnn(-c2ccccc2)c1C(F)(F)F,-7,1.7,0,-15,7,0,-1,10,8
O=C(NNS(=O)(=O)c1ccc2ccccc2c1)NC1CCCCC1,19,0.2,-3,13,0,-1,-6,2,7
CN(Cc1ccccc1)C(=O)c1nc2ccccn2c1CNCCCOc1cccnc1,-5,0.2,-1,-5,-29,-4,-1,-1,15
Cc1oc(-c2cc(F)ccc2F)nc1CN1CCN(C)C(=O)[C@@H]1C,13,-2.6,1,4,-6,-3,-1,0,9
CCc1nnc(NC(=O)Cn2nc(-c3ccc(OC)c(OC)c3)ccc2=O)s1,11,1.4,3,11,-12,6,-2,-8,5
c1ccc(Nc2cccc3c(Nc4ccccc4)cccc23)cc1,6,3.2,0,27,5,-4,-4,7,3
# Other records
SMILES,tim10-1 inh,UPR CHOP act,UPR XBP1 act,Mdm2-MdmX inh,TIM10 inh,APJ agonist,GRIN3A LBD mod,NALP3 yeast inh,tim23-1 inh
CC(=O)c1cnc2nc(C(F)(F)F)nn2c1C,21,-5.5,1,4,-7,1,-11,5,22
COc1ccccc1NS(=O)(=O)c1ccc(C(=O)NCC(c2ccccc2OC)N(C)C)cc1 (stereo not drawn),-5,-0.6,0,10,4,-1,-1,6,-8
O=C(CC1Sc2ccccc2NC1=O)OCc1cc(=O)oc2cc(O)ccc12 (stereo not drawn),-5,3.3,1,31,-2,-3,-13,-7,9
Cc1ccc(S(=O)(=O)Nc2cccc3c2O[C@H](CN(C)C(=O)Nc2ccc(C(F)(F)F)cc2)[C@@H](C)CN([C@H](C)CO)C3=O)cc1,3,0.1,-4,30,3,0,0,15,0
O=S(=O)(c1cccc(-c2nnc(-c3cccnc3)o2)c1)N1CCCCC1,11,0.9,-1,-14,8,1,-1,-16,23
COc1ccc(N2C(=O)C(CC(=O)Nc3ccccc3)N(CCc3ccc(OC)c(OC)c3)C2=O)cc1 (stereo not drawn),18,0.3,-3,12,16,-4,1,7,19
COC(=O)c1nn(-c2cccc(Cl)c2)cc(OC)c1=O,14,0.0,-1,-13,-1,0,0,19,13
CCCCN(CCCC)CCNC(=O)c1cn(C)c2ccc(S(=O)(=O)N(C)C3CCCCC3)cc2c1=O,6,-0.2,-9,30,3,-5,0,11,5
COc1ccc(OC)c(CCNC(=O)c2ccc(CS(=O)Cc3ccc(Cl)cc3)o2)c1 (stereo not drawn),-3,2.5,-8,5,-10,-2,-4,4,8
O=C1c2ccccc2C(O)N1c1cccnc1 (stereo not drawn),12,-0.9,-1,13,-9,-3,-4,12,2
COc1ccc(CNC(=O)c2oc3ccc(S(=O)(=O)N4CCOCC4)cc3c2C)cc1,14,0.4,-2,5,10,3,1,15,12
CC(Oc1ccc(Cl)cc1)c1ccn[nH]1 (stereo not drawn),12,0.6,0,12,6,-5,0,-19,-6
O=[N+]([O-])c1ccc(Oc2ccc(F)cc2)c2ccncc12,8,-4.8,0,60*,-12,3,4,29,11
Cc1ccc(NC(=O)/C=C/c2cccc(C(F)(F)F)c2)cc1,-27,6.8,0,24,-5,-2,25*,8,-5
OCc1nc2ccccc2n1/N=C/c1cccs1,-14,-0.3,1,-7,-13,-3,-1,8,-13
CCCCSCc1cc(C(=O)O)oc1C(C)(C)C,-1,0.1,1,-2,9,-1,-2,17,9
COc1ccc2nc(N3CCC(C)CC3)c(C#N)cc2c1,46*,6.6,4,-95,3,5,1,5,21
CC(C)(C)NC(=O)c1ccc2c(c1)N(CC(=O)N1CCCCC1)C(=O)C(C)(C)O2,-5,-0.1,3,0,17,0,-2,6,-7
O=C(CSc1nc2c(c(=O)n1-c1ccc(Br)cc1)SCC2)NCC1CCCO1 (stereo not drawn),27,0.4,-3,-55,13,12,0,5,25
CC(Oc1ccccc1)C(=O)OCC(=O)NC(=O)NC1CCCCC1 (stereo not drawn),-5,0.0,2,-25,-6,-3,0,-3,26
CC(=O)Nc1ccc(C=NNc2ccc([N+](=O)[O-])cc2S(=O)(=O)Nc2ccccc2C(=O)O)cc1,-6,0.4,-1,10,14,-4,29*,18,4
COc1ccc(C2OC(=O)CC2C(=O)NC2CCCCCC2)cc1OC (stereo not drawn),4,-0.7,1,-4,4,1,0,13,30
CSc1ccc(CCNC(=O)c2cc(-c3ccccc3)c(N3CCOCC3)s2)cc1,33,0.9,-2,6,-1,-1,-3,19,5
CCN1CCN(C(=O)c2ccccc2N(Cc2ccccc2)S(C)(=O)=O)CC1,-1,-0.5,0,7,2,-2,-2,1,-3
CCOc1ccc(C(O)c2nccn2C)cc1 (stereo not drawn),6,2.2,1,7,7,-2,2,-7,0
# More entries.
SMILES,tim10-1 inh,UPR CHOP act,UPR XBP1 act,Mdm2-MdmX inh,TIM10 inh,APJ agonist,GRIN3A LBD mod,NALP3 yeast inh,tim23-1 inh
CCOC(=O)CN1C(=O)N[C@@H](CCc2ccccc2)C(C(C)=O)=C1C,9,-0.4,-4,5,0,-4,-2,13,6
O=C(NN1C(=O)c2ccccc2C1=O)C1C2CCCCC21 (stereo not drawn),22,-0.4,-1,19,32,0,1,6,38
COC(=O)CCC(=O)OC1(C)C(=O)C2=CN(CC(C)C)C(c3ccc(OC)cc3)=CC2=C(Br)C1=O (stereo not drawn),5,0.4,1,-9,-10,16,x,21,21
COc1ccc(S(=O)(=O)NC2CCN(Cc3ccccc3)CC2)cc1NC(C)=O,11,-1.6,0,-14,3,-2,0,16,-3
Cc1cc(-c2ccccc2)nc(N(C)N)c1S(C)(=O)=O,17,-0.7,0,8,7,-1,-1,15,16
CC(NO)/C(=N\O)c1cccs1 (stereo not drawn),-1,0.5,-3,21,0,-7,-1,8,10
COc1ccc(CN(Cc2ccccn2)S(=O)(=O)c2ccc(-n3cnnn3)cc2)cc1,40*,0.6,-1,-18,7,0,2,-10,3
CCc1ccc(/C([O-])=C(/C(=S)NCCN2CCOCC2)[n+]2ccccc2)cc1,11,9.0,-3,15,5,-3,1,2,9
Cc1ccccc1OCC(=O)N/N=C1\CC(=O)CC(C)(C)C1,9,-0.7,-3,24,1,-6,-2,4,13
CCOC(=O)c1ccccc1NC(=O)c1cc2ccccc2o1,9,0.4,-1,-15,9,-3,0,15,6
COc1ccccc1C#Cc1ccc2c(=O)c3ccccc3n(C)c2c1,25,5.9,2,0,-8,16,-6,11,2
Cc1cc2c(ncn2C(C)C)c(NS(=O)(=O)c2ccc(F)cc2)c1C,22,0.6,-1,16,22,-5,0,-5,14
Cc1ccc(CCNC(=O)C2CCN(C(=O)c3sccc3-n3cccc3)CC2)cc1,5,2.0,-7,-17,0,2,-2,23,16
CCOc1ccc(N2CC(C(=O)Nc3ccc(S(=O)(=O)Nc4ncccn4)cc3)CC2=O)cc1 (stereo not drawn),12,-0.8,-3,-6,2,0,1,5,16
O=[N+]([O-])c1cccc(-c2nnc(C3CC3)o2)c1,9,2.1,-1,-2,13,2,1,-1,14
Cc1ccc(C2=[N+]([O-])C3(CCCCC/C3=N\NC(N)=O)N(O)C2(C)C)o1 (stereo not drawn),3,-0.3,2,-9,-3,-3,-2,-11,0
CCn1nnc(NC(=O)c2ccc(-c3ccccc3[N+](=O)[O-])o2)n1,5,1.9,-2,-1,17,-3,-1,20,7
Cc1ccc(N2C(=O)SC(Cc3ccccc3)C2=O)cc1 (stereo not drawn),13,2.6,4,11,24,-7,0,22,18
O=C(COC(=O)Cn1c(C(F)(F)F)nc2ccccc21)Nc1ccc2c(c1)OCCO2,11,-0.9,2,14,-8,-2,-1,4,9
